# FXN GAA850 act = increases GAA850 frataxin promoter reporter activity; HEK293 lucGAA850 FXN promoter luciferase reporter, 24 h; percent of 10 µM SAHA response; AID 540364; hit rate 0.56% among 360,000; activation, % at 6 µM;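 active = activation above the average of all compounds screened plus 3 SD, cutoff fixed separately per campaign, cut at about 7.5% in these data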;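 also: 0% = DMSO wells and 100% = 10 µM SAHA wells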
# ARFGAP1 inhibitor = inhibitors of rat ARFGAP1. AID 651572. hit rate 0.26% among 360,000. Arfgap1-stimulated ARF1 GTP hydrolysis, GDP FP detection. Q62848. inhibition, % at 16.5 µM;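 active = inhibition above a per-plate limit, mean inhibition of low control wells plus 3 SD, cut at about 25% in these data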;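 also: 0% = DMSO wells with enzyme and 100% = wells lacking Arfgap1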
# Target sequence (Q62848 1-136 limits assumed): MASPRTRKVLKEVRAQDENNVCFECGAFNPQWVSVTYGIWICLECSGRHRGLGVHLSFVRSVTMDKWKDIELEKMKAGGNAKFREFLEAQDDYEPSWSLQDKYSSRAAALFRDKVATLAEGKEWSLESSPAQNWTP
#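 Material: rat Arfgap1 catalytic domain, aa 1-136; also added: human ARF1(Δ1-17)-GTP substrate; compound dosing: one concentration, 16.5 µM, DMSO 1.26%; incubation: GTP hydrolysis reaction 2 h at 25 °C; measured by: Tracer-displacement fluorescence polarization with EDTA stop, 620/688 nm; evaluation: % inhibition from polarization; repeats: one replicate per compound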
# rCAG binder = molecules binding r(CAG) RNA repeats. inhibition, % at 3 µM. hit rate 1.3% among 370,000. r(CAG) RNA repeat, TO-PRO-1 dye displacement fluorescence. AID 651821;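 active = inhibition above the plate cutoff, the mean of all test compounds on that plate plus 3 SD, cut at about 35% in these data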;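 also: 0% = DMSO alone and 100% = 100 µM mitoxantrone as full dye displacement; higher means more dye released from RNA so lower well fluorescence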
# HGIII-sPLA2 inh = Blocks human group III sPLA2 activity; QFRET BODIPY PC-A2 liposome hydrolysis, fluorescence; inhibition, % at 12.2 µM; hit rate 0.56% among 370,000; AID 743126;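 active = inhibition above mean plus 3 SD of compounds lying within the high and low control bounds, cut at about 19% in these data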;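 also: 0% = median of test compound wells and 100% = no enzyme DMSO wells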
# ADAM10 inh = inhibits human ADAM10 | hit rate 0.62% among 370,000 | inhibition, % at 7 µM | AID 720582 | recombinant ADAM10, EDANS/DABCYL FRET peptide cleavage, 3 h;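 active = inhibition above a per-campaign cutoff equal to the mean of compounds falling between control-based bounds plus 3 SD, cut at about 20% in these data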;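 also: 0% = DMSO wells while the 100% control is not disclosed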
# ASAP1 GAP inh = ASAP1 ArfGAP inhibition; Q9ULH1; ASAP1-stimulated ARF1 GTP hydrolysis, GDP FP detection; inhibition, % at 16.5 µM; hit rate 0.19% among 360,000; AID 624377; in the data active = inhibition above about 25%;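 also: 0% = vehicle with enzyme and substrate and 100% = no enzyme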
# Target sequence (Q9ULH1 325-724 limits assumed): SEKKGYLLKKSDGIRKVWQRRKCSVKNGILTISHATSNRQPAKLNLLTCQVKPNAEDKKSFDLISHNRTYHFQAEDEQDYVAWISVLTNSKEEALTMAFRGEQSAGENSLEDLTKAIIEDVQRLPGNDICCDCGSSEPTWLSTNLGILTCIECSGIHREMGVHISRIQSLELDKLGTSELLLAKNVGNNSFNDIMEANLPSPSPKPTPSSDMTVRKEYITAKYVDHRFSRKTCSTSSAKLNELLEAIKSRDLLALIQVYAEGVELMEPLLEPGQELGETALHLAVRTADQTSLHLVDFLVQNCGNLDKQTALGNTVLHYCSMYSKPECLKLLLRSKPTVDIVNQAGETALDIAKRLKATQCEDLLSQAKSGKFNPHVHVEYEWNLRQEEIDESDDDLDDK
# proKLK7 act = proKLK7 (human) activation, primary screen | purified proKLK7, EDANS-DABCYL substrate fluorescence; 100% is mature enzyme control, 0% vehicle | activation, % at 7 µM | hit rate 0.9% among 370,000 | AID 652039;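 active = activation above the mean of all tested compounds plus 3 SD, computed per campaign excluding outliers beyond control limits, cut at about 13% in these data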
# NPR2 activator = GC-B (human) receptor activation; HEK293-GC-B cells, CNP EC30, cGMP TR-FRET; 0% at EC30 CNP, 100% saturating CNP; hit rate 0.11% among 370,000; AID 1920062; activation, % at 10 µM;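 active = activation at 10 µM reaching about 35% in either raw or pattern-adjusted values, limit read from the data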
# NPR1 activator = GC-A (human) enzyme activation | P16066 | HEK293 GC-A cells, cGMP TR-FRET, EC30 ANP; 0% at EC30 ANP, 100% saturating ANP | activation, % at 10 µM | hit rate 0.14% among 370,000; in the data active = activation above about 40%
# DDE Tn6 FP inh = DD(E)-Tn6 binding inhibition, primary FP screen | inhibition, % at 8.3 µM | hit rate 0.21% among 370,000 | P02675 | Fibrin DD(E) TRITC-Tn6 fluorescence polarization displacement;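 active = inhibition above a per-campaign cutoff: mean of compounds within control limits plus 3 SD, cut at about 15% in these data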;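 also: 0% = median of all compound wells on the plate and 100% = blocking peptide control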
# Target sequence (P02675 whole entry, looked up): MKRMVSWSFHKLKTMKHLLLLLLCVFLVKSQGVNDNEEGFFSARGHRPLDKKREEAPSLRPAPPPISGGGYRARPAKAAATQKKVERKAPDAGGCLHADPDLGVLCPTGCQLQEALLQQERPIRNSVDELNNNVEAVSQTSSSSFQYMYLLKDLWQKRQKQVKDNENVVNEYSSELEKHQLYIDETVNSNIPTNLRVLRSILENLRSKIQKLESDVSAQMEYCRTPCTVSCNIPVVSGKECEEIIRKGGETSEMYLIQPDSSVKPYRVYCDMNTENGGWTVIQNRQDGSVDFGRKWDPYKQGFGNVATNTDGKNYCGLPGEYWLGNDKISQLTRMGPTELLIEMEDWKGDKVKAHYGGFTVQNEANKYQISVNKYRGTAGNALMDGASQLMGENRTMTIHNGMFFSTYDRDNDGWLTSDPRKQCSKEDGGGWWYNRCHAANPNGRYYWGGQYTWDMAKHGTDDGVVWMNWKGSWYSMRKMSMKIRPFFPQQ
# The depositor's hits bear a star; i = inactive; / = no result given.
SMILES	DDE Tn6 FP inh	rCAG binder	proKLK7 act	ASAP1 GAP inh	ADAM10 inh	FXN GAA850 act	NPR2 activator	NPR1 activator	ARFGAP1 inhibitor	HGIII-sPLA2 inh
COc1ccccc1NC(C)=[N+](C)CCNS(=O)(=O)c1ccc(Cl)cc1	-4.7	-2.5	0.4	-10.5	-17.3	-0.7	1.6	-3.0	11.2	11.5
Cc1cc(NC(=O)/C(C#N)=C/c2ccc(-c3cccc(C(F)(F)F)c3)o2)n(-c2ccccc2)n1	1.1	15.9	-0.6	2.6	-3.7	3.1	3.4	1.0	6.7	-5.2
Cc1ccc(C(=O)N=c2sccn2C)cc1S(=O)(=O)N1CCOCC1	1.6	-1.9	0.2	3.7	-5.1	2.7	-1.6	1.0	14.0	8.8
COc1ccc(NC(C)=O)cc1NC(C)c1nc2sc(C)c(C)c2c(=O)[nH]1 (configuration not stated)	-8.9	8.3	15.7*	-4.1	-83.9	2.0	-5.7	-5.5	7.9	-8.6
CCOC(=O)/C(C#N)=C/c1cc(C)n(-c2ccccc2)c1C	-7.6	2.3	0.1	22.3	-7.4	-9.8	-4.8	-4.0	4.0	-0.9
COc1ccc(OC)c(NC(=O)COC(=O)CN2C(=O)NC3(CCCC3)C2=O)c1	-2.1	1.5	-0.3	11.9	-8.9	1.4	2.7	3.4	-12.9	13.1
CC(=O)Nc1cccc(NC(=O)CSc2ccc(-c3ccco3)nn2)c1	-3.4	7.1	0.1	-2.9	-23.2	0.4	0.7	-3.2	4.3	-1.0
COCCN1CC(=O)N2C(c3cccc(C)c3)c3[nH]c4ccccc4c3C[C@H]2C1=O (some centres not stated)	-9.8	1.6	2.6	6.9	-4.1	-1.1	17.1	10.8	8.1	4.4
COc1ccc(C(=O)N/N=C\c2coc3ccccc3c2=O)cc1	1.7	-1.8	1.2	-0.5	-9.2	-0.9	-1.8	3.7	-12.8	-0.4
CCCCN(CCCC)c1ncnc2nc[nH]c12	-2.5	-5.3	-0.1	10.9	-3.2	0.7	-3.0	0.8	12.1	-0.1
O=C(NCC1CCCO1)C1CCN(S(=O)(=O)c2cccc3nonc23)CC1 (configuration not stated)	1.7	-4.0	0.3	-2.8	0.1	-1.5	0.5	0.9	1.9	5.2
Cc1noc(C)c1S(=O)(=O)Nc1ccc(C(=O)N2CCN(c3ccc(Cl)cc3)CC2)cc1	-8.6	15.2	0.4	-3.4	4.7	1.7	0.5	-4.3	16.5	-32.8
CC(C)CCn1c(=O)c2ccccc2n2c(CN3C(=O)NC4(CCC(C)CC4)C3=O)nnc12 (configuration not stated)	-6.6	2.0	0.5	5.5	7.3	2.4	4.1	18.3	16.7	11.3
CC(C)C[C@@H](C(=O)NCC1CCCO1)N1C(=O)N2CCc3c([nH]c4ccccc34)[C@@]2(C)C1=O (some centres not stated)	2.7	-3.9	0.1	-4.0	-17.4	-2.3	-5.4	-0.7	-2.6	-6.7
COC(=O)c1ccc(C2C(C(C)=O)=C(O)C(=O)N2CCO)cc1 (configuration not stated)	4.1	3.7	-0.5	-3.9	2.3	-2.0	-1.1	-4.5	6.0	13.3
COc1ccccc1N1CCN(C(=O)CSc2nc(C)cc(=O)[nH]2)CC1	-0.6	-0.3	-0.1	-3.0	-5.8	2.4	2.7	-0.4	-2.9	2.4
O=C1NC[C@H](CCCCN2C[C@H](Cc3ccccc3)N(Cc3ccccc3)C(=O)C2=O)N(CCc2ccc(O)cc2)C1=O	-6.0	1.3	0.6	-0.8	-10.4	/	5.0	0.0	-4.4	-5.6
Cc1cc(-c2nnc(SCc3cccnc3)o2)no1	2.5	-2.3	0.1	7.5	-4.9	-0.8	0.3	0.2	-0.8	0.3
CC(=O)c1ccc(NC(=S)N2CCN(c3cccc(Cl)c3)CC2)cc1	-0.9	8.4	0.8	5.2	10.3	0.4	1.3	-3.7	10.0	3.9
COC(=O)CC(=O)N1CCN(c2ccc(Cl)c(Cl)c2)CC1	0.1	-2.0	0.1	-4.9	3.5	1.3	-1.6	3.0	14.1	-6.4
O=C(CSc1nnnn1-c1cccc2ccccc12)Nc1ccc(C(=O)O)cc1	-9.0	16.7	0.6	-3.6	2.4	0.7	0.2	-3.0	0.0	-10.0
Cc1ccc2nc(-c3sc4nc(C)ccc4c3N)[nH]c2c1	0.6	14.6	-3.6	20.8	i	1.9	-0.3	8.0	-6.8	1.5
CCN(CC(=O)Nc1ccc(NC(C)=O)cc1)C(=O)/C=C/c1ccccc1	-0.8	-4.2	0.7	-9.4	-2.8	1.8	5.6	-1.9	-0.6	-10.5
C/C(CC(=O)c1ccccc1)=N\NC(=O)CC#N	-1.7	-0.5	-0.3	-2.1	1.0	0.2	5.9	3.0	-3.4	-7.9
CCOC(=O)C1=C(C)NC(=S)NC1/C=C/c1ccccc1 (configuration not stated)	-13.0	1.1	0.2	2.7	4.7	1.3	-4.5	34.8	-8.5	18.6
O=C(O)COc1ccc(S(=O)(=O)NCCc2ccccc2)cc1	0.7	-0.1	0.5	-3.1	-12.0	1.5	-2.9	1.7	-0.5	4.3
O=C(COc1ccccc1[N+](=O)[O-])Nc1cccc(S(=O)(=O)N2CCCC2)c1	-2.4	12.4	-0.2	6.0	5.9	1.3	-1.1	-0.6	-1.6	-9.8
O=c1c2c([nH]c3ccccc13)CCCCCC2	-0.7	1.4	-0.1	3.8	-8.3	-0.8	26.4	-3.5	-4.7	-1.8
O=C(c1ccc(Cl)c(S(=O)(=O)N2CCOCC2)c1)N1CCCCCC1	1.1	-2.1	0.3	2.0	9.4	3.5	-0.1	-3.7	11.6	-0.2
CC1(C)Cc2ccccc2C(=NC(Cc2ccccc2)C(=O)O)N1 (configuration not stated)	-9.7	-4.3	-0.5	8.4	-1.7	0.6	8.2	2.9	7.9	15.8

# Entries of single compounds, looked up by structure. Values in the order: DDE Tn6 FP inh | rCAG binder | proKLK7 act | ASAP1 GAP inh | ADAM10 inh | FXN GAA850 act | NPR2 activator | NPR1 activator | ARFGAP1 inhibitor | HGIII-sPLA2 inh
# `O=C(CSc1nnnn1-c1cccc2ccccc12)Nc1ccc(C(=O)O)cc1` as listed: -9.0 | 16.7 | 0.6 | -3.6 | 2.4 | 0.7 | 0.2 | -3.0 | 0.0 | -10.0
# `COc1ccccc1NC(C)=[N+](C)CCNS(=O)(=O)c1ccc(Cl)cc1` as listed: -4.7 | -2.5 | 0.4 | -10.5 | -17.3 | -0.7 | 1.6 | -3.0 | 11.2 | 11.5

# Continuation:
SMILES	DDE Tn6 FP inh	rCAG binder	proKLK7 act	ASAP1 GAP inh	ADAM10 inh	FXN GAA850 act	NPR2 activator	NPR1 activator	ARFGAP1 inhibitor	HGIII-sPLA2 inh
CC(C)(CO)NC(=O)c1ccc2c(c1)C(=O)c1ccccc1-2	-5.4	5.4	0.3	3.5	-0.5	5.1	0.7	1.3	-5.7	-2.0
COc1ccc(C(=O)N2CCN(Cc3ccccc3C)CC2)cc1OC	7.6	-10.7	0.3	-5.3	-5.1	3.1	-3.6	7.1	5.1	1.1
Cc1ccc(NC(=O)C(=O)NCCOc2ccc(Cl)cc2)c(C)c1	-3.7	-0.7	-0.2	-0.9	2.0	-0.4	-4.6	-3.5	9.2	10.6
O=C(CN1CCc2ccccc2C1)Nc1ccccc1F	4.7	-3.9	0.0	3.2	1.1	2.7	4.3	-1.9	10.5	-10.4
CCCn1ncc(CN2CCC(n3nccc3NC(=O)CCc3ccccc3)CC2)c1C	-3.4	-4.6	0.5	-5.0	9.6	1.2	-3.9	-1.5	2.7	0.6
O=C(N[C@@H](Cc1ccccc1)C(=O)N1CCN(S(=O)(=O)c2ccc(F)cc2)CC1)c1ccco1	-4.3	-3.6	0.2	-9.2	-8.1	0.1	3.2	2.7	-8.4	3.3
CCCCNC(c1ccccc1)c1ccncc1 (configuration not stated)	-0.9	-0.6	-0.1	-14.8	1.0	-0.7	-10.1	-13.9	10.7	-2.8
O=C(N/N=C/c1coc2ccccc2c1=O)c1cc(O)cc(O)c1	-4.5	20.1	0.8	3.1	-7.5	-0.8	-2.2	-1.4	9.7	-6.9
O=C(CCSc1ccc(F)cc1)NNC(=O)c1ccccc1Cl	-2.1	3.2	-0.1	-12.0	-4.5	0.6	-2.7	-4.1	7.8	-5.1
CC(=O)Nc1c(Cl)cc2c(c1Cl)Cc1cc(N)ccc1-2	-9.6	3.8	0.0	20.8	-0.5	-2.1	1.6	-3.5	6.7	10.6
COC(=O)c1ccccc1NC(=O)c1ccccc1N(C)S(C)(=O)=O	3.1	-0.7	0.2	12.0	5.7	-1.5	-11.4	-5.0	2.5	1.1
CCN(CC)CCCn1c(=S)[nH]c2ncccc2c1=O	1.8	1.1	-8.2	-11.2	-170.8	-0.2	4.8	-1.2	7.0	0.0
O=C(CN1CCCCC1)Nc1cc(Cl)ccc1Cl	3.6	-6.0	-0.4	14.2	5.2	2.0	-2.3	2.9	-8.8	5.4
Cc1nonc1C(=O)N/N=C/c1ccc(O)c(O)c1	4.0	1.8	-0.1	-1.4	2.4	9.4*	-4.8	4.6	8.0	-2.1
[O-]/C(=C(\C(=S)Nc1ccc(SC(F)F)cc1)[n+]1ccccc1)c1cc(Cl)ccc1Cl	-4.2	10.9	-0.2	5.2	6.4	3.6	-4.8	-6.5	-8.4	2.6
CC1(C)COC(c2cc([N+](=O)[O-])ccc2Cl)=N1	-0.7	0.5	-0.3	1.2	5.6	1.2	-1.6	0.9	-6.5	8.9
CN1C(=O)C(CC(=O)Nc2ccc(F)cc2)N(NC(=O)c2cccc(F)c2)C1=S (configuration not stated)	8.0	0.2	0.5	3.0	3.5	-2.5	10.8	6.9	5.6	-38.9
Cc1ccc(C)c(NC(=O)C(C)N2C(=O)c3ccccc3C2=O)c1 (configuration not stated)	7.4	-2.7	-0.5	-12.9	-3.9	1.7	-3.6	-0.2	-7.0	0.2
CCc1nc(SCC(=O)OC(C)C)c2ccccc2n1	1.4	-6.3	0.6	-1.2	13.0	1.6	-0.5	-1.1	0.0	4.3
Cc1ccc2c(c1)N(C(=O)c1ccco1)C(C)(C)c1ssc(=S)c1-2	-8.1	2.5	0.3	-10.6	7.4	-1.6	3.8	0.5	-1.0	18.1
Cc1sc(NC(=O)CN(Cc2ccc(F)cc2)C(=O)C(C)(C)C)c(C(N)=O)c1C	1.4	-5.2	0.1	5.0	-6.3	-0.4	0.6	-4.5	-0.7	5.2
O=C(O)c1cccc(COCC(F)(F)C(F)F)c1	0.3	-0.5	0.1	2.8	7.7	-3.8	3.6	-0.2	2.5	0.6
COc1ccc(CNS(=O)(=O)CC2NCc3ccc(C)cc32)cc1 (configuration not stated)	10.0	8.8	-0.2	/	-3.6	/	-0.5	0.8	/	7.9
COC(=O)c1sccc1N/N=C(\C)c1ccc(F)c(Cl)c1	-4.8	1.0	-0.2	-5.5	4.4	-1.9	-6.4	-7.0	-5.9	0.8
CC1CCN(S(=O)(=O)c2ccc(NC(=O)Cn3nnc(-c4ccccc4)n3)cc2)CC1	19.2*	32.6	0.7	4.5	19.3	-1.8	-0.4	-4.7	7.6	-18.5

# Bioassay records as filed in PubChem BioAssay.
